AI-2 QS modul: Vibrio harveyi AI-2 quorum sensing modulation; actives 0.4% (n = 300,000); Vibrio harveyi JMH597 AI-2 luminescence/OD600 ratio, 9 h; active compounds read low; strain lacks LuxN and CqsS sensors; 0 = neutral-control median; AID 2094; activity change, % at 7.5 µM; in the data active = activity change below about -75%, passing the limit was not always enough; inconclusive = no clear call, values can overlap the other calls;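 note: luminescence divided by OD600 gain over 9 h not by final OD600 alone; inactives centre near 13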
KLF5 inhibitor: suppresses KLF5 promoter-driven expression; DLD-1 KLF5 promoter-luciferase reporter, luminescence; inhibition, % at 5 µM; actives 0.23% (n = 290,000); AID 1700;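 active = inhibition above a per-plate limit of that plate's mean compound inhibition plus 3 SD, cut at about 60% in these data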;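 note: 0% = DMSO wells and 100% = LY294002 at 200 µM; higher means less KLF5 promoter-driven luciferase light; inactives centre near -14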
IEC-6 tox: counter-screen for KLF5 inhibitors: cytotoxicity in IEC-6 cells; actives 0.78% (n = 290,000); IEC-6 cytotoxicity, luminescence viability; inhibition, % at 5 µM; in the data active = inhibition above about 22%;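 note: 0% = plate median of test compound wells and 100% = cytotoxic reference compound wells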
HSF1 inh: HSF1 inhibition. NIH3T3-HGL HSE-luciferase, MG132-induced, luminescence 8 h; active compounds read low. activity change, negative = inhibition, % at 7.5 µM (by protocol). actives 0.77% (n = 300,000). AID 2098;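 active = more than half of replicate wells show activity change below -50%, luminescence cut by over half; inconclusive = some wells, but at most half, below -50%; inactive = no replicate well below -50%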;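 note: luciferase reports HSF-1 transcriptional activity via heat shock element; 0% = median of DMSO wells and -100% = zero luminescence signal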
aSyn UTR inh: 5' untranslated region of α-synuclein, MLPCN primary screen; alpha-synuclein 5'UTR reporter, inhibitor activity; actives 0.82% (n = 300,000); inhibition, % (tested at 7.5 µM); AID 1813; in the data active = inhibition above about 60%; inconclusive = no clear call, values can overlap the other calls;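 note: H4 neuroglioblastoma cells stably carrying SNCA 5'UTR luciferase fusion; 0% = DMSO wells and 100% = positive control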
HSP90 refold inh: blocks HSP90-mediated luciferase refolding in reticulocyte lysate. Rabbit reticulocyte lysate, luciferase refolding luminescence, 3 h. actives 0.91% (n = 290,000). inhibition, % at 5.6 µM. AID 1789;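 active = inhibition above the screen-wide mean plus 3 SD, computed separately per campaign, cut at about 16% in these data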;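 note: 0% = DMSO wells and 100% = 60 µM geldanamycin wells; inhibitors lower the luminescence because luciferase stays unfolded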
Platelet DG rel: modulates dense granule release in human platelets | human platelet-rich plasma, SFLLRN dense granule ATP release, luminescence | inhibition, %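 (compounds screened at 7.5 µM in platelet-rich plasma)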 | actives 0.22% (n = 300,000);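 active = mean replicate score, as percent of positive control, at or above 50; inconclusive = mean below 50 but at least one replicate at or above 50; inactive = mean and every replicate below 50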
HIF activator: HIF pathway transcriptional activation; U2OS HRE-luciferase reporter, luminescence; normalized: DMSO 0%, desferrioxamine 100%; activation, % at 7.5 µM (by protocol); actives 0.32% (n = 300,000); AID 1910;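 active = mean activation of at least 10% of the iron chelator positive control signal, with at least half of replicates also reaching 10%; inconclusive = mean and replicate majority disagree about reaching 10%; inactive = mean and most replicates under 10%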
HSF1 activator: increases HSF-1 driven luciferase reporter signal; NIH3T3-HGL HSF-1 luciferase reporter, MG132, 8 h; 100% = twice DMSO control signal; activation, % at 9 µM; actives 1.7% (n = 300,000);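 active = mean replicate activation of at least 50% with a set share of replicates each reaching 50%; inconclusive = only one of those two conditions met; inactive = mean below 50% and too few replicates reaching it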;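 note: 0% = median of the neutral control wells and 100% = twice that signal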
HDAC3 inhib: blocks human histone deacetylase 3 | actives 0.15% (n = 320,000) | AID 2718 | recombinant HDAC3, fluorogenic peptide/trypsin coupled, fluorescence | O15379 | inhibition, % at 8.3 µM; in the data active = inhibition above about 26%, passing the limit was not always enough; inconclusive = no clear call, values can overlap the other calls
Target sequence (O15379 whole entry, looked up): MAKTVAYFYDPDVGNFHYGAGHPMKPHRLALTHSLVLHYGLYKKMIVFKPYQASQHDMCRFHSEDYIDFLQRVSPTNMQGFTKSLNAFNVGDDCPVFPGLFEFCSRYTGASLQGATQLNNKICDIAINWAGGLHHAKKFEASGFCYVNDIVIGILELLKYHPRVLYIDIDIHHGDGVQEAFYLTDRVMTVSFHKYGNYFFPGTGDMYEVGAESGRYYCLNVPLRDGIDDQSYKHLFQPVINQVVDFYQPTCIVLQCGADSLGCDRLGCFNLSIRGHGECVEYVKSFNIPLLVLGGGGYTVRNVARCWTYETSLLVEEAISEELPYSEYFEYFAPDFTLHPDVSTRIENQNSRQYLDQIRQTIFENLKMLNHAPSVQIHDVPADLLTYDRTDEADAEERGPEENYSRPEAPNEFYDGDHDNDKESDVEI
Active calls of the source: *; ? = inconclusive; nt = not tested or not shown.

molecule,Platelet DG rel,HSF1 inh,KLF5 inhibitor,HSF1 activator,HIF activator,aSyn UTR inh,HDAC3 inhib,IEC-6 tox,AI-2 QS modul,HSP90 refold inh
CC(C)(C)c1cc(C(=O)N2CCN(c3ncccn3)CC2)ccn1,0,-1,-16,26,882*,13,-5,4,5,0
CCOC(=O)C(C)n1cnc2sc(C)c(C)c2c1=O (stereo not drawn),2,-2,-32,6,-14,-1,-1,4,-20,-2
COC(=O)c1ccccc1OCCCOc1ccc(C=O)cc1OC,-9,-8,-98,-6,1.6,-107,7,3,9,60*
Cc1ccc(C2C(C(=O)c3ccco3)=C(O)C(=O)N2c2nnc(C)s2)cc1 (stereo not drawn),-2,-6,-85,6,1.7,-17,3,-4,20,1
CCCCCOC(=O)c1ccc(OC(=O)c2cncc(Br)c2)cc1,1,14,-32,-6,0.4,-61,0,-1,0,-3
Cc1nc2ccccn2c1C(=O)NC1CCCC1,-2,8,4,-18,-0.9,6,1,-8,31,-3
CCNC(=O)c1ccc(=O)n(Cc2ccc(Cl)cc2Cl)c1,1,3,nt,-3,0.0,-7,4,nt,14,nt
O=C(CN1C(=O)NC(Cc2ccccc2)C1=O)NC(=O)NC1CCCCC1 (stereo not drawn),0,1,-22,3,-0.3,-12,0,0,-7,4
O=C(COC(=O)CNS(=O)(=O)c1ccccc1)Nc1ccc(Cl)cn1,17,-8,-31,5,-0.4,-24,-9,0,21,1
COc1ccc(/C=C/c2nc(-c3ccccc3O)n[nH]2)cc1,22,-12,-64,7,2.7,-74,6,-2,4,-3
COc1cccc(-c2ccc(C#N)c(SCC(=O)NCc3ccco3)n2)c1,14,6,-15,4,0.6,-19,3,1,5,2
CCCC(C(=O)NC(C)(C)C)N(CCN1CCOCC1)C(=O)CNS(=O)(=O)c1ccccc1 (stereo not drawn),0,-9,8,-17,-0.4,-1,2,-5,21,-1
Cn1c(Cn2nnc3ccccc32)nnc1SCC(=O)NCc1ccc2c(c1)OCO2,-18,-1,-12,33,-0.2,-19,nt,-4,10,-1
COc1cccc(NC(=S)N2CCN(S(=O)(=O)c3ccc(F)cc3)CC2)c1,nt,nt,0,nt,nt,nt,3,5,21,0
O=C(CN1CCOCC1)Nc1ncc(Br)cc1Br,8,3,-37,-13,-0.7,4,-1,2,5,5
CCOC(=O)C(Cc1c[nH]c2ccccc12)NC(=O)c1ccccc1Br (stereo not drawn),3,-11,-62,4,0.7,-56,10,-4,3,8
CC(C)(C)c1ccc2c(c1)N(CC(=O)N1CCOCC1)C(=O)CO2,-9,-2,-29,-3,0.3,17,-8,-5,27,-2
COC(=O)C1=NN(N=O)C2(CC(=O)N(c3cc(C)cc(C)c3)C2=O)C1 (stereo not drawn),1,1,-19,-4,-0.1,2,3,-1,13,4
COC(=O)CCN(c1ccccc1)S(=O)(=O)c1ccc(OC)cc1,1,-1,-24,9,0.2,4,-6,-3,19,-4
O=C(O)CCCC(=O)N1N=C(c2ccco2)CC1c1ccco1 (stereo not drawn),13,-2,-32,0,0.9,-2,3,7,6,2
CCOCCCNC(=O)/C(C#N)=C/c1cc(Br)c(O)c(Br)c1,6,-3,39,-15,3.3,-69,nt,24*,-5,-4
CCCC[n+]1ccn(C2=C([O-])c3ccccc3C(=O)/C2=N\S(=O)(=O)c2ccc(Br)cc2)c1,-4,-3,-31,16,-1.5,44,0,0,10,1
CCn1cc(CN2CCN(CCc3ccccc3)C(CCO)C2)c(C)n1 (stereo not drawn),1,6,-59,0,0.3,-9,4,0,24,2
COc1ccc(-c2noc3c2-c2nc(-c4cccc(C)c4)sc2CC3)cc1,-3,-1,-8,10,-0.2,13,0,2,0,-2
CNC(=O)c1c(NC(=O)c2cc(-c3cc(C)c(C)cc3O)n[nH]2)sc2c1CCCC2,4,-9,-12,-7,-0.3,-33,-5,-4,13,-1
Cc1cc(Nc2ccc(F)cc2Cl)n2nc(C)nc2n1,-1,1,-27,-5,0.2,12,0,-7,16,-2
O=C(c1ccccc1-c1nc(-c2ccccc2Cl)no1)N1CCOCC1,nt,nt,45,nt,nt,nt,9,1,20,-4
Cc1c(NC(=O)Nc2cc(F)c(F)cc2Cl)c(=O)n(-c2ccccc2)n1C,6,1,nt,-17,-0.2,-16,2,nt,5,nt
CC(C)(C)C1CCC(C(=O)NCC(c2cccs2)N2CCOCC2)CC1 (stereo not drawn),-4,4,-9,-2,-0.3,8,10,-3,16,-1
O=S(=O)(c1ccc(NC2CCCc3ccccc32)nc1)N1CCOCC1 (stereo not drawn),11,1,-71,8,0.1,16,6,2,6,4
CC1CN/C(=C\C(=O)c2ccc(Br)cc2)C(=O)N1 (stereo not drawn),5,1,-133,38,71*,62*,3,2,1,14
Cc1nn(CC(=O)NCCN2CCCCCC2)c(=O)c2nn(-c3ccccc3)c(C)c12,4,-2,-25,-11,-0.3,-12,0,4,19,2
CC1(C)CC(=O)C2=C(C1)Nc1ccccc1NC2c1ccc(F)c(F)c1 (stereo not drawn),-2,13,-37,-9,-0.3,0,11,-2,15,0
Cc1ccc2cc(C3C(C#N)=C(N)Oc4c3ccc3cccnc43)c(=O)[nH]c2c1 (stereo not drawn),-13,2,-14,10,1.2,?,3,-12,18,-2
COc1ccc(/C=C2/SC(=S)N(c3ccc(S(=O)(=O)Nc4nccs4)cc3)C2=O)cc1,-3,3,-22,21,-0.4,-39,7,-2,-3,-1
O=C(NCC1CCCO1)c1nn2cccnc2c1Cl (stereo not drawn),-1,-4,-21,9,1.0,-27,2,1,59,-1
N=C(c1ccc([N+](=O)[O-])cc1)N1CCCCCC1,1,3,-4,9,-1.3,-18,-3,0,12,2
Cc1sc2nc(SCC(=O)N(C)Cc3ccccc3)n(-c3ccccc3)c(=O)c2c1C,14,4,-10,4,-1.1,-21,-3,4,24,4
CCOC(=O)c1c(NC(=O)CSc2nnc(-c3ccc(C)cc3)o2)sc(C(C)=O)c1C,nt,nt,-52,nt,nt,nt,2,-2,nt,5
CC1(C)CC(=O)c2c(oc3ccc(NS(=O)(=O)c4ccc(C(=O)O)cc4)cc23)C1,-1,-1,5,-5,0.1,3,1,-9,9,-1
COc1ccc(NC(=O)CN(C)C(=O)c2csc3c2CCCC3)cc1,-22,-8,nt,-2,0.3,14,1,nt,-6,nt
CC(=O)Nc1ccc(Oc2nc(-c3ccccn3)nc3ccccc23)cc1,19,9,-50,21,2.6,-115,1,5,7,2
CCN(CC)S(=O)(=O)c1ccc(N(C)Cc2cccnc2)nc1,-2,-6,-38,-24,0.0,-5,-5,0,8,0
Cc1ccc(CN2C(=O)N/C(=C/c3ccc4c(c3)n(C)c(=O)n4C)C2=O)cc1,-2,3,-15,10,0.2,-15,-2,7,-4,5
O=C(O)c1cccc(-n2cc(-c3cccc(C(F)(F)F)c3)cn2)c1,-2,20,-150,35,0.3,-128,1,1,34,8
CC1CCCCC1NC(=O)CO/N=C/c1ccccc1OC(F)F (stereo not drawn),7,-10,-16,0,0.0,6,3,1,16,-4
CS(=O)(=O)NCCOc1ccc(S(=O)(=O)NCCOc2ccccc2)cc1,-2,0,-5,20,0.8,11,0,-2,20,-1
COCCCNC(=O)C1CCCN(S(C)(=O)=O)C1 (stereo not drawn),2,0,-9,-10,-0.1,6,4,-1,29,-1
COc1ccc(C)cc1S(=O)(=O)N(CC(=O)O)c1ccc(C)cc1,-2,-3,-14,0,0.1,10,-1,-5,22,2
CCOc1ccc(-c2cc(CCCC(=O)NCCC(C)C)no2)cc1,-2,10,4,24,0.1,40,6,-3,20,-2
CCOc1ccc(-c2nc(-c3cccnc3)no2)cc1,12,-5,-80,16,-0.1,-12,3,10,9,2
COc1ccc(C2=NN(C(N)=S)C(c3ccccc3)C2)cc1 (stereo not drawn),0,23,-81,49,0.4,-57,5,6,28,2
CC(C)NC(=O)C(=O)NNC(=O)CCc1ccccc1,-1,-6,-44,-3,0.0,2,0,-3,15,0
COc1ccc(CCN2C(=O)CSC2=Nc2ccc(C)cc2C)cc1OC,8,-5,-5,2,-0.9,0,1,0,18,-4
Cc1nn(C(C)c2nc(-c3ccccc3)no2)c(C)c1[N+](=O)[O-] (stereo not drawn),3,7,-12,18,0.1,13,2,-7,-1,-2
CCCCc1cc(=O)oc2cc(C)cc(OC(C)C(=O)O)c12 (stereo not drawn),-4,-4,-23,-2,-0.1,22,-32,-3,7,0

Other records.
molecule,Platelet DG rel,HSF1 inh,KLF5 inhibitor,HSF1 activator,HIF activator,aSyn UTR inh,HDAC3 inhib,IEC-6 tox,AI-2 QS modul,HSP90 refold inh
CCN(CC)S(=O)(=O)c1ccc(N2CCCC2)c(NC(=O)c2ccc(N3CCCC3=O)cc2)c1,-13,-5,nt,-8,-0.3,-2,-3,nt,35,nt
CCOCCCNC(=O)C1CCC(CNS(=O)(=O)c2ccc(Cl)cc2)CC1 (stereo not drawn),-3,-4,-128,0,nt,1,-3,1,23,-2
C=CCN(CC=C)C(=O)c1cccc(OC2CCN(S(=O)(=O)N(C)C)CC2)c1,2,4,-12,-11,1.1,7,-2,-2,9,6
Cc1cc(C(=O)OCC(=O)Nc2cc(S(=O)(=O)N(C)C)ccc2C)c(C)o1,-3,-4,3,7,-0.3,-15,-7,-2,40,3
O=C(c1cc2nc(-c3ccco3)cc(C(F)(F)F)n2n1)N1CCCCCC1,5,1,17,-8,0.1,-4,3,4,1,5
Cc1nn(Cc2ccc(C(=O)N/N=C/c3ccncc3)o2)c(C)c1Cl,7,-9,-26,-10,-0.8,-15,9,-2,30,-5
Cc1cc(C(=O)OCC(=O)NCc2ccco2)c(C)n1-c1ccc(F)cc1,-8,-9,-4,-13,0.9,80*,-3,45*,12,-2
Cc1cc(C)c(C(=O)COC(=O)C2CCN(c3ccc(C(F)(F)F)cn3)CC2)cc1C,11,-5,nt,-3,0.3,1,2,nt,-7,nt
COc1cc(OC)c(NC(=O)CCNS(=O)(=O)c2cc(Br)cnc2N)cc1Cl,15,2,5,-17,0.7,15,-3,1,-4,-1
COc1ccc(S(=O)(=O)N2CCOCC2)cc1NC(=O)CN1CCCCCC1,-5,-5,-32,-1,-0.6,0,-2,-6,4,2
Cc1sc2nc(C3CC3)nc(N3CCN(C(=O)c4ccc(Cl)cc4)CC3)c2c1C,9,16,13,27,-3.3,0,4,-7,27,0
C(=N/Nc1nccs1)/c1cccnc1,-6,6,-23,16,1.9,-28,-4,-4,20,-1
CC(C)OC(=O)NCCOC(=O)Nc1ccc(Cl)c(Cl)c1,5,11,-20,1,-0.7,26,6,14,-1,3
Cc1cc(C)c2c(n1)SCC(=O)N2CC(=O)Nc1ccc(F)cc1,-3,-1,-17,-9,0.2,8,nt,-3,-6,-4
Cc1c(C(=O)N/N=C/c2ccc(N3CCOCC3)cc2)nc2ccccn12,-1,11,10,40,0.6,14,10,4,23,0
COC(=O)C(CCSC)NC(=O)CNS(=O)(=O)c1ccc(F)cc1 (stereo not drawn),-1,-1,-2,3,-0.6,0,-3,4,8,1
Cc1noc(C)c1CSc1nc2ccccc2c(=O)n1-c1ccc(Cl)cc1,8,-2,-4,29,1.4,25,-4,-5,44,3
